RmlC RmlD mix = inhibitors of RmlC and RmlD coupled enzymes; RmlC/RmlD coupled enzyme inhibition, 384-well mixture HTS; inhibition, % at 5.5 µM; 110,000 tested, 0.39% active; in the data active = inhibition above about 30%, passing the limit was not always enough; also: strong numbers were not always called active
HIV RNase H inh = blocks HIV-1 RNase H cleavage of RNA/DNA duplex; P04585; RT-RNase H RNA/DNA duplex cleavage, fluorescence; inhibition, % at 10 µM; 65,000 tested, 1.9% active; AID 565; in the data active = inhibition above about 50%
* marks the source's active call; other numbers are inactive results; x = not tested or not shown.

The opening 2 records as a preview:
Order of values: RmlC RmlD mix	HIV RNase H inh
- CCOC(=O)c1c(-n2c(C)cc(C=C3C(=O)NC(=S)NC3=O)c2C)sc2c1CCCC2
 : 11.8	x
- Cc1ccccc1-c1nc(Cc2ccc(Cl)cc2)no1
 : -19.2	-102.1

All compounds of this part, from the start:
Order of values: RmlC RmlD mix	HIV RNase H inh
- CCOC(=O)c1c(-n2c(C)cc(C=C3C(=O)NC(=S)NC3=O)c2C)sc2c1CCCC2
 : 11.8	x
- Cc1ccccc1-c1nc(Cc2ccc(Cl)cc2)no1
 : -19.2	-102.1
- CCN(CC)S(=O)(=O)N1CCC(C(=O)NC(C)CCc2ccccc2)CC1 (centres undefined)
 : -3.6	4.3
- Cc1ccc(C2CC(c3cccc(C)c3)n3nc(N)nc3N2)cc1 (centres undefined)
 : -3.0	-1.9
- CCOC(=O)C1C(=O)NC(N2CCN(c3ccccc3)CC2)=NC1c1ccccc1 (centres undefined)
 : -6.3	x
- CCN(CC)c1ncnc2c1ncn2Cc1c(Cl)cccc1Cl
 : -6.5	x
- COc1ccc(C(=O)N/C(N)=N/c2nc3ccccc3o2)cc1
 : -15.9	4.0
- CN1CCN(CCCNc2nc3ccccc3c3nc(-c4ccccc4)nn23)CC1
 : x	-22.6
- CC1(C)CC2CC(C)(CN2c2ncnc3ccccc23)C1 (centres undefined)
 : -10.2	-23.3
- Cc1nn(-c2ccccc2)c2sc(C(=O)N3CCc4ccccc4C3)cc12
 : -7.5	-46.7
- Cc1ccnc(N2C(=O)C3C4CC(C(Br)C4Br)C3C2=O)c1 (centres undefined)
 : 5.3	x
- O=S(=O)(c1ccc(Cl)s1)N1CCN(c2ncccn2)CC1
 : -11.8	-5.0
- Cn1c(N)c(C(=O)COC(=O)C2(c3ccc(F)cc3)CCCC2)c(=O)n(C)c1=O
 : -6.1	-12.5
- Cc1ccc(-c2nn3c(C)nnc3c3ccccc23)cc1S(=O)(=O)NCc1ccco1
 : -4.8	-31.2
- CN(c1ccc(C(=O)NCc2ccccc2)cc1)S(C)(=O)=O
 : 26.5	-4.0
- O=S(=O)(Nc1ccc(N2CCOCC2)cc1)c1ccccc1
 : -3.0	x
- Cc1ccc(S(=O)(=O)N(CC(=O)NC2CCCCCC2)c2ccccc2F)cc1
 : 2.6	x
- O=C1C=C(N2CCN(C(=O)c3ccccc3)CC2)C2(CCCCC2)O1
 : 5.0	34.6
- O=C(O)CCCCCNC(=O)c1cccc(Br)c1
 : 6.1	-9.4
- O=C(O)c1cc(O)c2c(c1)C(=O)c1cccc(O)c1C2=O
 : 10.3	38.5
- COC(=O)CC1COc2ccccc2N1C(=O)c1ccc(C(C)(C)C)cc1 (centres undefined)
 : -0.2	x
- COc1ccc(CNC(=O)C(c2cccs2)N(Cc2ccco2)C(=O)Cc2cccs2)cc1 (centres undefined)
 : 3.2	x
- COc1ccc(CCNC(=O)C2CC3Cn4c(nc5cc(C)c(C)cc54)C3N2C)cc1 (centres undefined)
 : 5.9	x
- CC1(C)CC(=O)C(C(C2=C(O)CC(C)(C)CC2=O)c2cccnc2)C(=O)C1 (centres undefined)
 : -3.6	-6.3
- O=C(COC(=O)c1ccncc1)NCc1ccccc1
 : 4.8	-26.2
- Cc1ccc2c(C)ccc(O)c2n1
 : -13.6	x
- CCc1ccccc1NC(=O)/C(=C/c1ccco1)c1ccccc1
 : -15.2	x
- Cc1cc(C)n(CC(O)Cn2c(C)c(C)c3ccccc32)n1 (centres undefined)
 : 2.9	x
- Cc1ccc(N2C(=O)C(Cl)=C(N3CCN(C)CC3)C2=O)c(C)c1
 : 4.2	x
- O=C(c1cc(-c2cccc(O)c2)on1)N1CCc2ccccc2C1
 : -17.0	-30.0
- OC(CNCc1ccc(F)cc1)(c1ccc(F)cc1)c1ccc(F)cc1
 : -7.0	x
- O=C(O)C1CC=CCC1C(=O)NCc1ccccc1 (centres undefined)
 : -17.0	-1.6
- COc1ccc(OCCSc2nnc(CC(=O)Nc3cccc(Cl)c3Cl)n2C)cc1
 : 9.9	x
- COCCNC(C(=O)Nc1cc(Cl)cc(Cl)c1)c1ccccc1 (centres undefined)
 : 9.1	x
- CCc1ccc(C2C(C#N)=C(N)SC(N)=C2C#N)cc1
 : 1.5	69.9*
- CCOc1ccc(N2C(=O)CC(N(O)c3ccccc3)C2=O)cc1 (centres undefined)
 : x	-3.1
- O=C(CCc1ccccc1)Nc1nnc(-c2cccs2)o1
 : 7.5	-6.7
- O=C(c1cccc(C(F)(F)F)c1)N1CCN(C2CCCCC2)CC1
 : -2.4	-12.0
- Cc1nnc(NC(=O)CSc2nc3c(c(=O)n2C)SC(C)C3)s1 (centres undefined)
 : -6.6	-5.1
- COc1cccc(/C=N/NC(=O)c2cccc([N+](=O)[O-])c2)c1OS(=O)(=O)c1ccccc1
 : 10.0	x
- Cc1sc2ncnc(Sc3nnc4sc5ccccc5n34)c2c1C
 : x	2.0
- C=CCn1c(O)c(C=Nc2ccc(N(CC)CC)cc2)c(=O)[nH]c1=O
 : -9.2	17.4
- CCc1ccc(NC(=O)CSc2nnc(-c3ccccn3)n2C)cc1
 : -16.7	-3.0
- Cc1ccc(NC(=O)CSc2nnc(Cc3cccn3C)n2-c2ccc(F)cc2)c(C)c1
 : 11.2	-20.2
- O=C(O)CCSCC(=O)c1ccc2c(c1)OCCO2
 : x	6.7
- COc1c(CC=C(C)C)cc(C2CC(=O)c3c(O)cc(O)cc3O2)c(CC=C(C)C)c1O (centres undefined)
 : -8.4	x
- COc1cccc(C2/C(=C(\O)c3ccc(OC)c(OC)c3)C(=O)C(=O)N2c2cc(C)on2)c1 (centres undefined)
 : -6.7	-4.2
- CCOC(=O)N1CCC(NC(=O)CS(=O)(=O)Cc2nc(-c3ccc(C)cc3)oc2C)CC1
 : -13.1	1.1
- CSc1nsc(SCC(=O)Nc2ccc3c(c2)OCCO3)n1
 : -4.1	-39.0
- Cc1ccnc2nc(C(=O)NCc3cccs3)nn12
 : -14.8	x
- C=CCNc1nc(NCCO)nc(N2CCCC2)n1
 : -25.6	-11.3
- Cn1c2c(c(=O)n(C)c1=O)C(c1cccc([N+](=O)[O-])c1)Nc1ccccc1O2 (centres undefined)
 : 3.2	x
- N#Cc1c(N2CCOCC2)nc(N2CCCCC2)c2c1CCN(C1CCCCC1)C2
 : -10.3	9.1
- CCC(=O)NCCN1CCN(C(=O)CC)CC1
 : -10.2	-12.8
- O=C(CNC(=O)c1ccc(Cl)cc1Cl)NCCCn1ccnc1
 : -12.2	x
- CCN(CC)CCN1C(=O)c2oc3ccccc3c(=O)c2C1c1ccc(C)cc1 (centres undefined)
 : 23.5	2.0
- COc1cc(NC2=CC(=O)CC(C)(C)C2)cc(OC)c1
 : -8.1	-7.7
- CN(C)CCCOc1ccc(Cl)cc1Br
 : -9.5	x
- CC(=O)N1CCc2cc(S(=O)(=O)CCC(=O)O)ccc21
 : x	-25.9
- Cn1nnc(NCc2cc(Br)ccc2OCc2cccs2)n1
 : -9.0	1.9

4 of these compounds, set out differently:
CCC(=O)NCCN1CCN(C(=O)CC)CC1
  RmlC RmlD mix: -10.2
  HIV RNase H inh: -12.8
O=C(CNC(=O)c1ccc(Cl)cc1Cl)NCCCn1ccnc1
  RmlC RmlD mix: -12.2
  HIV RNase H inh: x
CCN(CC)CCN1C(=O)c2oc3ccccc3c(=O)c2C1c1ccc(C)cc1 (centres undefined)
  RmlC RmlD mix: 23.5
  HIV RNase H inh: 2.0
COc1cc(NC2=CC(=O)CC(C)(C)C2)cc(OC)c1
  RmlC RmlD mix: -8.1
  HIV RNase H inh: -7.7

Continued:
Order of values: RmlC RmlD mix	HIV RNase H inh
- CC(NC(=O)CCC1COc2ccccc2O1)c1ccccc1 (centres undefined)
 : 5.3	x
- O=c1c(O)c(-c2cccs2)oc2ccccc12
 : -2.1	-19.3
- O=C(Nc1nnc(CCc2ccccc2)s1)C1CCCO1 (centres undefined)
 : 9.6	6.6
- COc1ccc2c(c1OC)C(=O)OC2Nc1ncccc1C (centres undefined)
 : 6.5	x
- Cc1nn(Cc2ccc(Cl)c(Cl)c2)c(C)c1NC(=O)c1cc(CC(C)C)on1
 : -8.1	-3.8
- CC(Cc1c[nH]c2ccccc12)C(=O)O (centres undefined)
 : -8.6	x
- CC(=O)NCCC(=O)NCc1ccc(F)cc1
 : -10.5	x
- Cc1ccc(N(C(=O)Nc2ccccc2)C2=NCC(C)S2)cc1 (centres undefined)
 : 7.3	-14.6
- Cc1cccc(NC(=O)CC2SC(=NC3CCCCC3)NC2=O)c1 (centres undefined)
 : -11.7	0.8
- CCC(C)(C)NC(=O)CN(CC1CCCO1)C(=O)CCC(=O)Nc1nccs1 (centres undefined)
 : 7.0	0.8
- CC(=O)N1C(c2ccccc2)CC(=O)OC1c1ccc2c(c1)OCO2 (centres undefined)
 : -8.4	1.1
- O=C(c1ccccc1)c1cn(CC(=O)N2CCOCC2)c2ccccc12
 : x	3.2
- CC(=O)NC(C)C(=O)OCC(=O)Nc1ccc(Br)cc1 (centres undefined)
 : 7.1	-6.2
- CC(=O)Nc1ccc(NC(=O)Cn2c(CC(=O)N3CCCC3)nc3ccccc32)cc1
 : 7.3	-15.2
- CC(NCC1(N2CCOCC2)CCCCC1)C(=O)N1CCc2ccccc21 (centres undefined)
 : 10.5	1.7
- COc1ccc(-c2nnc3ccc(SCC(=O)N4CCCCCC4)nn23)cc1OC
 : -13.8	-14.3
- CCO/C(C)=C1\C(=O)N(CC)c2ccccc21
 : -7.3	-9.5
- CC(=O)C1C(c2ccco2)c2c(noc2C)CC1(C)O (centres undefined)
 : 4.8	x
- Cc1ccc(-c2noc(C3CCCCC3)n2)cc1
 : -9.9	x
- COc1ccc(-c2[nH]c(-c3ccc(C)cc3)nc2SCC(=O)NCc2ccco2)cc1OC
 : 7.2	x
- O=C(Nc1ccc2c(c1)OCO2)N1CCOCC1
 : -8.0	-6.3
- CCOc1ccc2c(c1)cc(CN(C(=O)CC)C1CCCCC1)c1nnnn12
 : -27.9	0.2
- CCOC(=O)C1CCN(C(=O)C2CC(=O)N(c3ccc(C)cc3)C2)CC1 (centres undefined)
 : -2.6	-1.2
- COC(=O)C(CCSC)NC(=O)CNS(=O)(=O)c1ccc(Br)cc1 (centres undefined)
 : 11.5	x
- O=C(Nn1cnc2ccccc2c1=O)c1ccc(F)cc1Cl
 : -27.9	-3.3
- CCc1ccc(N2C(=O)Cc3c2nc(N)c(C#N)c3N)cc1
 : 10.3	x
- COc1ccc(N2CCN(Cc3cc(=O)oc4cc(-c5ccccc5)c(O)cc34)CC2)cc1
 : 6.8	91.9*
- COc1ccc(N2CCN(C(=O)c3ccc(S(=O)(=O)N4CCOCC4)cc3)CC2)cc1
 : -6.2	-19.2
- CC(C)(C)c1cc(Cc2ccccc2)[nH]n1
 : 29.0	-35.6
- Cc1ccc(NC(=O)CC2SC3=NCCN3C2=O)cc1 (centres undefined)
 : 5.3	x
- CCCCCOC(=O)Cc1c(C)nc(-c2ccccc2)[nH]c1=O
 : 17.4	-11.1
- O=C(NCc1ccccn1)C1Nc2ccc(C(F)(F)F)cc2C2C=CCC12 (centres undefined)
 : 8.1	x
- CCCCCCC#Cc1ccc2c(c1)COc1c3ccccc3nn1-2
 : 5.3	x
- C=CCOC(=O)C1=C(C)NC(C)=C(C(=O)OCC=C)C1/C=C/c1ccccc1
 : -4.0	x
- Cn1nc(C(F)(F)F)c(C#N)c1N1CCN(c2ccc(F)cc2)CC1
 : -2.3	x
- Clc1cccc(N2CCNCC2)c1Cl
 : 1.0	x
- CCOc1ccccc1N(CC(=O)NC1CCCC1)C(=O)CCCC(=O)Nc1ccccn1
 : 64.2	6.1
- CCOC(=O)C1CCN(C(=O)c2cc(OCC)c(OCC)c(OCC)c2)CC1
 : x	3.4
- O=C(CS(=O)(=O)Cc1ccccc1)Nc1nc2ccccc2s1
 : -8.9	5.8
- COc1ccc(S(=O)(=O)N2CCCC(C(=O)NCc3ccncc3)C2)cc1 (centres undefined)
 : -61.0	0.6
- O=S(=O)(Cc1ccccc1)NCc1cccnc1
 : 13.6	-8.9
- Cc1cc(C(=O)COC(=O)c2ccccc2O)c(C)n1Cc1cccs1
 : 15.6	x
- COc1ccc(/C(O)=C2/C(=O)C(=O)N(Cc3cccnc3)C2c2ccco2)cc1OC (centres undefined)
 : 8.4	x
- Fc1ccc(CSc2ncnc3sc4c(c23)CCCC4)cc1
 : -7.6	x
- CCCS(=O)(=O)Nc1c(C(=O)O)[nH]c2ccccc12
 : 3.1	-8.1
- CCOC(=O)c1c(N)sc2c1CCC(C)C2 (centres undefined)
 : -10.6	4.9
- O=C(NCCc1cccs1)C1CC(c2cccc([N+](=O)[O-])c2)=NO1 (centres undefined)
 : 1.2	x
- COc1ccc2c(c1)c(=O)cc(C)n2CC(=O)NCc1ccco1
 : -11.0	-5.7
- CC(C)Cc1ccc(C#N)c(SCC(N)=O)n1
 : -13.6	-5.3
- NC(=O)C1=C[C@@H](c2ccc(C(F)(F)F)cc2)C[C@@H](OCCCCO)O1
 : 9.9	x
- O=C(CCOc1ccccc1)NCc1ccccc1
 : -16.2	-6.9
- CCc1nnc(NC(=O)c2ccc(S(=O)(=O)N3CCCc4ccccc43)cc2)o1
 : 2.2	x
- O=C(CN1C(=O)C2CC=CCC2C1=O)Nc1nnc(SCc2c(Cl)cccc2Cl)s1 (centres undefined)
 : -13.0	x
- CC(=O)N1CCc2cc(S(=O)(=O)NC(CC(C)C)C(=O)Nc3ccc4c(c3)OCCO4)ccc21 (centres undefined)
 : 1.6	0.5
- CCc1nc(-c2cc3ccc(C)cc3[nH]c2=O)no1
 : 9.9	-6.3
- Cc1cccc(C)c1NC(=O)C/C(N)=N/O
 : 6.1	x

Bioassay records from PubChem BioAssay.

Some of the compounds tested, so the mix of outcomes need not match the whole.
